# Source: PubChem (several laboratories)
# KOR beta-arrestin-1: KOR agonists, beta-arrestin recruitment, primary screen, cell-based, luminescence, uHTS (AID 1777); KOR beta-arrestin recruitment, luminescence; higher % means a stronger effect; activation, % at 10 µM, or EC50 in µM where a hit was titrated; 0.02% of 280,000 active; in the data active means activation above about 50%, passing the limit was not always enough; further: a part of the inactive calls stands beside numbers as strong as those of hits
# K1F lysis inhibition: inhibition of K1F phage lysis, E. coli UTI89, bacterial capsule biogenesis inhibitors, alamar blue (AID 488966). E. coli UTI89 K1F phage lysis, alamar blue, 2 h; higher % means a stronger effect. inhibition, % at 100 µM, or IC50 in µM where a hit was titrated. 0.02% of 340,000 active;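 active means phage lysis inhibition, versus mean bacterial control, above a set limit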;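 further: capsule biogenesis inhibitors block K1F phage lysis so surviving cells raise fluorescence; higher fluorescence means more inhibition of phage lysis; actives were called in the ten point dose series up to 300 µM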
# GPR35 antagonists: GPR35 antagonists blocking zaprinast-driven arrestin recruitment, primary screen, imaging, U2OS, beta-arrestin-GFP, zaprinast agonist (AID 2058); G-protein coupled receptor 35 (Homo sapiens); U2OS GPR35 beta-arrestin-GFP translocation imaging, zaprinast antagonism; higher % means a stronger effect; inhibition, % at 10 µM, or IC50 in µM where a hit was titrated; 0.052% of 290,000 active;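 active means inhibition of at least 50% with at least 30 cells and total cytoplasm GFP at most 10,000,000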
# GPR55 LPI antagonism: GPR55 antagonists blocking LPI-driven arrestin recruitment, primary screen, imaging, U2OS, beta-arrestin-GFP, LPI agonist (AID 2013). U2OS GPR55 beta-arrestin-GFP translocation imaging, LPI antagonism; higher % means a stronger effect. inhibition, % at 10 µM; hits with a dose series show IC50 in µM. G-protein coupled receptor 55 (Homo sapiens). 0.13% of 290,000 active;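 active means spots per cell inhibited over 60%, with over 100 cells counted and total cytoplasm intensity under 500,000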;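 further: U2OS cells stably carrying GPR55 and arrestin-GFP stimulated by 5 µM LPI near EC80; imaged beta-arrestin-GFP aggregate spots per cell after agonist stimulation; plate controls were LPI-stimulated DMSO wells for no effect and DMSO wells without LPI for full effect; some results filed as inactive read as strong as hits; confirmed hits need IC50 under 10 µM and bright autofluorescent wells are also inconclusive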
# KOR beta-arrestin-2: KOR antagonists, beta-arrestin recruitment, cell-based, luminescence, uHTS (AID 1778); one-dose inhibition, % at 10 µM; IC50 in µM for titrated hits; KOR beta-arrestin recruitment, luminescence, antagonist mode; higher % means a stronger effect; Kappa-type opioid receptor (Homo sapiens); 0.091% of 290,000 active; in the data active means inhibition above about 50%; further: strong numbers were not always called active
# NOD1 inhibition: NOD1 signaling inhibitors, primary screen, cell-based, luminescence, uHTS (AID 1578); NOD1-driven NF-kB luciferase reporter cells, luminescence; higher % means a stronger effect; inhibition, % at 4 µM; hits with a dose series show EC50 in µM; 1% of 290,000 active; in the data active means inhibition mostly above about 36%, no sharp cut-off; inactive means mostly below about 34%;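 further: HEK-293T reporter cells stimulated with the NOD1 agonist gamma-tri-DAP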
# NTR1 ag: agonists of NTR1, primary screen, imaging, U2OS cells, beta-arrestin-GFP, high content (AID 493036); NTR1-U2OS beta-arrestin-GFP spot imaging, agonist mode; activation, % at 20 µM; Neurotensin receptor type 1 (Homo sapiens), P30989; 0.17% of 330,000 active;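 active means activation at or above 40% of the spot to cytoplasm intensity ratio, with at least 20 cells analyzed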;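 further: 0% = DMSO without peptide and 100% = 100 nM NTR1 peptide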
# Target sequence (P30989 whole entry, looked up): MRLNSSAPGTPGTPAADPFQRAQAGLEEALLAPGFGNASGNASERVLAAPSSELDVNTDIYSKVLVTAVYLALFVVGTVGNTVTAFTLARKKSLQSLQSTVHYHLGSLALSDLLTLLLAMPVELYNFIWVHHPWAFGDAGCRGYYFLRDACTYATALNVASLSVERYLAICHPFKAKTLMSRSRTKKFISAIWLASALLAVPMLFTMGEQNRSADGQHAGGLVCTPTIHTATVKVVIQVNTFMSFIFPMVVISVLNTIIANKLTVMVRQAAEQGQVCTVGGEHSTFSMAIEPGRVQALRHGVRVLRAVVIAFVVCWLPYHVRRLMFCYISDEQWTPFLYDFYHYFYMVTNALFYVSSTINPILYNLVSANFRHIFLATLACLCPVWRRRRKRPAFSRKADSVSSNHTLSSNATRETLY
# GPR55 activation: GPR55 agonists via beta-arrestin recruitment, primary screen, imaging, U2OS cells, beta-arrestin-GFP redistribution (AID 1961); G-protein coupled receptor 55 (Homo sapiens); U2OS GPR55 beta-arrestin-GFP redistribution imaging; higher % means a stronger effect; activation, % at 10 µM; hits with a dose series show EC50 in µM; 0.048% of 290,000 active;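 active means activation above 40% with more than 50 cells counted in the well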;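 further: U2OS osteosarcoma cells stably expressing GPR55 and beta-arrestin-GFP; plate controls were DMSO negative control for no effect and LPI positive control for full effect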
# MgcRacGAP inhibition: MgcRacGAP GTPase-activating activity inhibitors, confirmation, biochemical, ADP Hunter fluorescence; Rac GTPase-activating protein 1 (Homo sapiens); 0.6% of 340,000 active; MgcRacGAP-stimulated Rac1 GTP hydrolysis, ADP Hunter fluorescence; higher % means a stronger effect; GST-tagged Rac1 F28L mutant substrate; inhibition, % at 30 µM; hits with a dose series show IC50 in µM;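 active means first-screen hits whose inhibition reached a set limit at any dose in the follow-up dose series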;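 further: fluorescence reports GDP produced by GAP-driven GTP hydrolysis; strong numbers were not always called active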
# NTR1 ag cell count 20 µM: recorded beside NTR1 ag, whose call it bears; cell count; measured here: cell count, cytotoxicity flag
# Starred values were filed as active, the others as inactive; · = not tested or not shown; [ ] = dose if it differs, or a comment.
SMILES	KOR beta-arrestin-1	K1F lysis inhibition	GPR35 antagonists	GPR55 LPI antagonism	KOR beta-arrestin-2	NOD1 inhibition	NTR1 ag	NTR1 ag cell count 20 µM	GPR55 activation	MgcRacGAP inhibition
NS(=O)(=O)c1ccc(CCNC(=O)c2ccc(NC3=NC4CS(=O)(=O)CC4S3)cc2)cc1 (stereo not drawn)	-0.6%	0.7%	9%	-14%	-17%	-6%	-1.9	53	0.3%	5%
CCOC(=O)N1CCN(CCC(=O)Nc2ccc(C)cc2)CC1	5.6%	0.3%	-10%	-1%	-19%	-19%	0.5	80	-0.1%	4%
CCOC(=O)N1CCN(C(=O)CCc2ccc(S(=O)(=O)NC(C)(C)C)cc2)CC1	-0.9%	0.2%	2%	-6%	-5%	-25%	-1.2	55	-0.2%	8%
Cc1ccc(C(=O)N2CC(C)OC(C)C2)c(Cl)c1 (stereo not drawn)	-3.4%	0.6%	18%	16%	-21%	24%	4.5	96	-0.2%	9%
Cc1ccc(N(C(C)C(=O)N2CCN(Cc3ccccc3)CC2)S(C)(=O)=O)cc1 (stereo not drawn)	-0.9%	0.2%	4%	8%	12%[20 µM]	42%	-0.6	52	-0.1%	0%
COc1ccc(COC(=O)c2c(C)nn(-c3ccccc3)c2Cl)cc1	3.8%	-0.1%	-9%	1%	-20%	-52%	2.8	66	-0.1%	5%
Cc1ccc(-c2c(C)n([O-])c3c([n+]2=O)CCCCC3)o1	-1.8%	-0.3%	3%	18%	2%	-28%	-1.8	85	-0.4%	0%
Cc1cc(-c2ccc(S(=O)(=O)N3CCN(c4ccc(F)cc4)CC3)s2)on1	-2.7%	0.0%	-4%	4%	-2%	-1%	2.1	53	-0.2%	-7%
CCn1c(COc2cccc(OC)c2)nnc1SCC(=O)Nc1ccccc1C(=O)OC	0.8%	0.1%	19%	0%	44%	17%	0.3	85	-0.1%	-1%
COc1ccc(C(=O)C2C(c3ccc(-c4ccccc4[N+](=O)[O-])o3)NC(=O)NC2(O)C(F)(F)F)cc1 (stereo not drawn)	3.3%	2.5%	8%	0%	32%	-24%	-1.6	58	-0.5%	2%
CNC[C@H](NC[C@@H](NCCCc1ccccc1)c1ccccc1)[C@H](C)O	0.9%	6.5%	-1%	0%	-43%[20 µM]	-19%	0.3	59	-0.2%	8%
O=C(O)c1cccc2[nH]c(C(F)(F)F)nc12	3.6%	1.9%	6%	8%	19%	1%	0.3	60	-0.1%	4%
Cc1ccc(-c2csc(NC(=O)c3ccco3)n2)cc1C	-1.1%	0.6%	-3%	8%	-26%	-70%	9.3	52	0.2%	14%
CC1=C(C#N)C(=O)N(C2CCS(=O)(=O)C2)C(=O)/C1=C\c1ccc(C)o1 (stereo not drawn)	-1.8%	·	-12%	2%	7%	-7%	0.8	59	0.1%	·
O=C(O)/C=C/C(=O)Nc1ccc(Oc2ccccc2)cc1	·	-0.1%	7%	7%	-7%	-1%	0.7	58	-0.2%	14%
COCCNC(=S)Nc1cc(OC)c(NC(=O)c2ccco2)cc1OC	·	1.6%	2%	6%	-14%[20 µM]	-45%	-0.6	44	0.0%	3%
COc1ccc2c(c1)CCCC21NC(=O)NC1=O (stereo not drawn)	6.4%	0.1%	20%	4%	6%	-6%	-0.6	60	0.2%	8%
CC1CN(C(=O)C2CCCCC2)C(C)CN1C(=O)C1CCCCC1 (stereo not drawn)	-6.2%	-0.9%	8%	4%	7%	-19%	-0.5	68	0.0%	-4%
CC1CCCCC1NC(=O)c1ccc(NC2=NC3CS(=O)(=O)CC3S2)cc1 (stereo not drawn)	3.1%	0.1%	18%	4%	-5%	-57%	0.5	58	-0.4%	9%
Cc1cccc(Nc2ncc3c(n2)CC(C)CC3=O)c1 (stereo not drawn)	-6.4%	-0.2%	2%	6%	-64%	-30%	-1.8	57	-0.1%	-11%
C=CCNC(=O)NC(=O)COC(=O)/C(C#N)=C/c1cc(C)n(CC(C)C)c1C	-0.8%	-1.1%	4%	0%	-11%	-11%	5.2	59	0.0%	3%
O=S(=O)(Cc1cc(-c2ccccc2Cl)no1)c1ccccc1	-4.9%	0.0%	25%	27%	18%[20 µM]	-25%	-1.6	25	-0.1%	11%
Cc1cc(Cl)c(OCCCN(C)C)c(Br)c1	0.3%	5.9%	-4%	16%	1%	-14%	1.0	55	0.5%	21%
COc1ccc(Br)cc1C(=O)NC(=S)Nc1ccc(CN2CCOCC2)cc1	3.5%	-0.2%	-9%	-8%	-20%	14%	10	49	-0.1%	8%
O=C(c1ccco1)N1CCN(S(=O)(=O)c2ccc(Cl)s2)CC1	-1.0%	-0.8%	3%	10%	20%	6%	-1.5	47	0.0%	-4%

# Entries of single compounds, looked up by structure. Screens in order: KOR beta-arrestin-1	K1F lysis inhibition	GPR35 antagonists	GPR55 LPI antagonism	KOR beta-arrestin-2	NOD1 inhibition	NTR1 ag	NTR1 ag cell count 20 µM	GPR55 activation	MgcRacGAP inhibition
# O=C(O)c1cccc2[nH]c(C(F)(F)F)nc12 is listed as 3.6%	1.9%	6%	8%	19%	1%	0.3	60	-0.1%	4%
# Cc1cc(-c2ccc(S(=O)(=O)N3CCN(c4ccc(F)cc4)CC3)s2)on1 is listed as -2.7%	0.0%	-4%	4%	-2%	-1%	2.1	53	-0.2%	-7%
# O=C(O)/C=C/C(=O)Nc1ccc(Oc2ccccc2)cc1 is listed as ·	-0.1%	7%	7%	-7%	-1%	0.7	58	-0.2%	14%
# NS(=O)(=O)c1ccc(CCNC(=O)c2ccc(NC3=NC4CS(=O)(=O)CC4S3)cc2)cc1 (stereo not drawn) is listed as -0.6%	0.7%	9%	-14%	-17%	-6%	-1.9	53	0.3%	5%
# Cc1cccc(Nc2ncc3c(n2)CC(C)CC3=O)c1 (stereo not drawn) is listed as -6.4%	-0.2%	2%	6%	-64%	-30%	-1.8	57	-0.1%	-11%

# The results go on.
SMILES	KOR beta-arrestin-1	K1F lysis inhibition	GPR35 antagonists	GPR55 LPI antagonism	KOR beta-arrestin-2	NOD1 inhibition	NTR1 ag	NTR1 ag cell count 20 µM	GPR55 activation	MgcRacGAP inhibition
O=C(COC(=O)c1ccccc1O)Nc1cccc(S(=O)(=O)NC2=NCCCCC2)c1	5.0%	0.1%	13%	-4%	40%	13%	-0.1	57	-0.1%	14%
CCCCN(C(=O)CCC(=O)Nc1cc(C)on1)C(C(=O)NC(C)(C)C)c1ccccc1Cl (stereo not drawn)	-3.8%	0.3%	-11%	-3%	12%	-15%	-0.1	64	-0.1%	4%
Cc1cccc2cc(CN(Cc3ccc(F)cc3)C(=O)N3CCOCC3)c(=O)[nH]c12	-0.2%	0.6%	-14%	0%	-2%	-29%	1.0	49	-0.2%	-1%
CCOC(=O)c1c(C)[nH]c(C(=O)N2CCC(C(=O)OCC)CC2)c1C	4.9%	0.0%	-9%	-8%	-14%	-28%	-0.9	60	0.2%	6%
COc1ccc(OC)c(C2=NOC(C(=O)NCCN3CCOCC3)C2)c1 (stereo not drawn)	-0.8%	7.3%	10%	1%	-3%	-21%	0.0	80	-0.1%	4%
Cc1ccc(Cn2c(CN3CC(C)OC(C)C3)nc3c2c(=O)n(C)c(=O)n3C)cc1 (stereo not drawn)	6.9%	-1.9%	12%	2%	-24%	1%	-0.2	106	-0.1%	3%
N#Cc1c(SCc2cccc(Cl)c2)sc(C(=O)c2ccccc2)c1N	-0.3%	0.1%	-3%	-2%	5%	-6%	2.2	51	0.5%	13%
N/C(=N\OC(=O)C1CCCCC1)c1ccc(Br)cc1	0.4%	0.2%	-3%	6%	10%	-17%	1.5	48	-0.1%	-1%
CCOc1ccc(S(=O)(=O)N2CCN(C(=O)c3ccco3)CC2)cc1	1.6%	1.1%	0%	-7%	16%	-10%	0.5	60	-0.2%	11%
CCOC(CCn1c(SCc2cccc([N+](=O)[O-])c2)nc2ccccc2c1=O)OCC	5.3%	0.9%[50 µM]	-2%	19%	6%	5%	1.8	65	0.4%	-15%
C=C(C)CC(NCCc1ccccc1)c1ccco1 (stereo not drawn)	-3.5%	-0.3%	17%	18%	2%	-17%	·	·	-0.2%	6%
Fc1cccc(Cc2noc(CN3CCOCC3)n2)c1	0.5%	0.3%	-4%	11%	-12%	-28%	1.7	69	-0.3%	5%
CCCSc1ncc(Cl)c(C(=O)Nc2ccc(S(=O)(=O)N3CC(C)OC(C)C3)cc2)n1 (stereo not drawn)	98%	-1.0%	-17%	5.8µM*	-5%	-9%	11	66	-0.1%	9%
NC1=NC(c2ccccc2Cl)n2c(nc3ccccc32)N1 (stereo not drawn)	1.8%	0.2%	18%	39%	-4%	-27%	0.3	45	-0.2%	14%
COc1cccc(C(=O)N2CCC(n3nccc3NC(=O)C3CCOC3)CC2)c1 (stereo not drawn)	3.6%	5.1%[50 µM]	12%	8%	-20%	-15%	-0.5	50	0.2%	6%
COc1ccc(CNC(=O)CCn2ccc3cc(S(=O)(=O)N4CCCC4)ccc32)cc1	-6.7%	0.3%	2%	-12%	31%	-16%	-0.4	83	-0.2%	7%
Cc1ccc(NC(=O)CN(C)Cc2c(O)ccc3ccccc23)cc1	-3.4%	·	13%	6%	-20%	16%	-0.4	53	0.2%	·
CCCN1C(=O)C(O)(CC(=O)c2cccc(OC)c2)c2ccccc21 (stereo not drawn)	-0.8%	-0.1%	2%	2%	-44%	-18%	2.1	47	-0.1%	5%
O=C(Nc1ccc(F)cc1)C1CCCN(S(=O)(=O)c2cccc3nonc23)C1 (stereo not drawn)	3.9%	0.1%	2%	-6%	-31%	30%	0.2	55	0.0%	-6%
N#CC1=C(SCC(=O)c2cc3ccccc3oc2=O)NC(=O)C(C#N)C12CCCC2 (stereo not drawn)	5.8%	-0.1%	-10%	-5%	-4%	9%	0.5	64	-0.2%	3%
Cc1nc2c(-c3ccccc3)c(C)[nH]n2c(=O)c1Cc1ccccc1	2.7%	·	-2%	-4%	-10%[20 µM]	-16%	0.0	80	-0.1%	·
Cc1cc(NC(=O)OC(C)C)ccc1-c1ccc(NC(=O)OC(C)C)cc1C	0.4%	0.2%	5%	13%	20%	8%	-0.4	86	-0.1%	9%

# An excerpt; count on the stated rates, not on these rows.
